# High-throughput results (PubChem)
# HTR5A inv ctr = counter-screen for OPRM1-OPRD1 inverse agonists: human HTR5A inverse agonism. HTR5A cell line, luminescence. actives 0.083% (n = 340,000). AID 504634. P47898. inhibition, % at 9.3 µM; in the data active = inhibition mostly above about 23%, no sharp cut-off; inactive = mostly below about 18%;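 also: 0% = cells with DMSO and 100% = no-cell wells with DMSO; some compounds called inactive have numbers as strong as hits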
# HTR5A ag ctr = activates human HTR5A in OPRM1-OPRD1 agonist counter-screen. activation, % at 9.3 µM. P47898. AID 504692. HTR5A agonist assay, luminescence, cell-based. actives 0.61% (n = 340,000); in the data active = activation mostly above about 9.5%, no sharp cut-off; inactive = mostly below about 7.6%;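 also: 0% = cells with vehicle only and 100% = reference agonist; strong numbers were not always called active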
# Ecoli viability = counter-screen for AddAB inhibitors: E. coli growth inhibition | E. coli V3065 growth, OD600 absorbance, 18 h | inhibition, % at 11.9 µM | actives 0.27% (n = 330,000);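 active = inhibition above the campaign's mean inhibition across all tested compounds plus 3 SD, cut at about 9.9% in these data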;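 also: uninfected addAB+ strain grown without phage in ampicillin broth; 0% = DMSO wells and 100% = ciprofloxacin 0.95 µg/ml wells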
# DAGLB inhibitor = diacylglycerol lipase beta (human) inhibition; Q8NCG7; HEK293T DAGLB membrane lysate, EnzChek fluorogenic substrate; inhibition, % at 5.17 µM; actives 0.059% (n = 340,000); in the data active = inhibition above about 34%;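 also: 0% = enzyme with vehicle and 100% = wells lacking enzyme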
# Target sequence (Q8NCG7 whole entry, looked up): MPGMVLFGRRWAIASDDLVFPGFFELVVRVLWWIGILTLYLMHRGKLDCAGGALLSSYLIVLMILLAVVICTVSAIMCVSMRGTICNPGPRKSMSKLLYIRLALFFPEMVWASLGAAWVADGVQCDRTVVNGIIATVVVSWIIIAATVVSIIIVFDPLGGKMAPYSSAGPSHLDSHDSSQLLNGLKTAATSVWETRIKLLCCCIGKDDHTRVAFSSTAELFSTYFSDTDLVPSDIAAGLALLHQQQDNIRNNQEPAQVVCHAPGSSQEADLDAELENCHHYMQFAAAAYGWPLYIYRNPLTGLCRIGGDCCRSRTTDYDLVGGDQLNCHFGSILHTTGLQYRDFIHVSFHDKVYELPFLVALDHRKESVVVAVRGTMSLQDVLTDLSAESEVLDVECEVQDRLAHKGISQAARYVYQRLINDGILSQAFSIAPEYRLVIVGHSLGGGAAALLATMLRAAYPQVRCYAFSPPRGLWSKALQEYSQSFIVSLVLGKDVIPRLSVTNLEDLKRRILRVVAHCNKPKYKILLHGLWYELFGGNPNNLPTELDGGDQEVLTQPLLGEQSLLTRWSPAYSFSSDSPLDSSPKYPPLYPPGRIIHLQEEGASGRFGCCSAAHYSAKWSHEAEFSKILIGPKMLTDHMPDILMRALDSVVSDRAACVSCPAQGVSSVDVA
# phage Ecoli inh = E. coli growth loss with phage present. growth absorbance. inhibition, % at 11.9 µM. actives 0.26% (n = 360,000). AID 651602; in the data active = inhibition above about 11%
# PKA-R2B activ = activators of human PKA-R2B complex; activation, % at 11.4 µM; PKA-R2B holoenzyme dissociation, Cy5-IP20 fluorescence polarization; R2B truncated from residue 108, S112A mutant; 0% DMSO only, 100% 113 µM cGMP; P22694+P31323; actives 0.079% (n = 340,000);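 active = activation above a cutoff set at the mean over all compounds plus 3 SD, cut at about 18% in these data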;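 also: higher means more holoenzyme dissociation and a rise in polarization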
# Target sequence (P31323 whole entry, looked up, other chains not shown, the tested form may be a part): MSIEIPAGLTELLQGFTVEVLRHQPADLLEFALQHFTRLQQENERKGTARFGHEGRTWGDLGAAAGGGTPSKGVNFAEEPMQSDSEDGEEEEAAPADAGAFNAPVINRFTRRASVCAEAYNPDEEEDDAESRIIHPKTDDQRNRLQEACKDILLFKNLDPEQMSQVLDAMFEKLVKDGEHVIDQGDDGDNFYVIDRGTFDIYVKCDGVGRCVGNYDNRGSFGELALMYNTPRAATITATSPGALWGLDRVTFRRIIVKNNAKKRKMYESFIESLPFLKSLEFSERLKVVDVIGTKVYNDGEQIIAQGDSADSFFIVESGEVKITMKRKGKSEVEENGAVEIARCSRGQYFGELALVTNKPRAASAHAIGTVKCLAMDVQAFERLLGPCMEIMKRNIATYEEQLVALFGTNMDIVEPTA
# CDK5 inh = blocks human CDK5/p35 kinase activity. Q00535+Q15078. Recombinant CDK5/p35, ADP-Glo luminescence, 60 min. inhibition, % at 10 µM. actives 0.01% (n = 330,000). AID 488839;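 active = highest replicate inhibition of at least 50% and at least 75% of replicates reaching 50%; inconclusive = only one of the two criteria met; inactive = both criteria failed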;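 also: plate controls were DMSO neutral control for no effect and GW8510 at 10 µM for full effect; many of its hits are not listed in these tables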
# Tat export inh = inhibitors of E. coli Tat protein transport. actives 0.036% (n = 340,000). E. coli MC4100 TorA-mCherry Tat export, fluorescence. inhibition, % at 10 µM. AID 488895;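 active = mean replicate inhibition at least 50% and at least half of replicates individually reaching 50%; inconclusive = only one of the two criteria met; inactive = neither criterion met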;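 also: exported cargo escapes ClpAP degradation while cytoplasmic cargo is degraded and loses fluorescence; 0% = median of neutral control wells and 100% = median of NaSCN control wells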
# Mot1-301 SUMO = SUMOylation pathway inhibition by Mot1-301 growth rescue. S. cerevisiae Mot1-301 growth rescue, ATP luminescence, 38.5C; percent above DMSO median, 100 means doubled. growth rescue, % at 18.8 µM. actives 1% (n = 320,000). AID 2716;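 active = every valid replicate shows activation above 250% relative to neutral control wells; inactive = the rest, any valid replicate at or below 250%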;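 also: OY570 slx delta 5 strain wells were the positive control but not used for scaling; some compounds called inactive have numbers as strong as hits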
# AddAB inh = less growth of phage-infected E. coli with AddAB | AID 435030 | E. coli expressing H. pylori AddAB, absorbance growth | inhibition, % at 11.9 µM | actives 0.29% (n = 330,000); in the data active = inhibition above about 12%;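 also: 0% = vehicle wells of infected cells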
# PKA-R1A activ = PKA-R1A complex activation; activation, % at 11.4 µM; actives 0.083% (n = 340,000); PKA-R1A dissociation, Cy5-IP20 fluorescence polarization; scaled: DMSO 0%, 113 µM cGMP 100%;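 active = percent activation above the mean of all tested compounds plus 3 SD, cut at about 19% in these data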;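 also: higher means more PKAc released from R1A so a rise in polarization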
# Numbers without * were called inactive; u = inconclusive; x = no result given. This is a random part of the collection. About 2.3% of those tested had a hit in this group.
SMILES,HTR5A inv ctr,HTR5A ag ctr,Ecoli viability,DAGLB inhibitor,phage Ecoli inh,PKA-R2B activ,CDK5 inh,Tat export inh,Mot1-301 SUMO,AddAB inh,PKA-R1A activ
Cc1ccc2c(c1)N(CC(=O)N1CCN(C3CCCCC3)CC1)C(=O)CO2,20,-1,-1.3,1,-0.4,-11,-0.2,-1,3,2.6,5
NC(=O)CC(NC(=O)c1ccccc1)c1ccc(N2CCCCCCC2)c([N+](=O)[O-])c1 (stereo unspecified),-8,-2,-1.5,13,1.1,3,-0.3,0,2,0.2,-7
COc1ccc(/C(O)=C2\C(=O)C(=O)N(c3cc(C)on3)C2c2ccccc2OC)cc1 (stereo unspecified),-20,-2,-1.2,-6,0.8,-4,-1.7,-4,16,0.0,6
CC1(C)CC2CC(C)(CN2C(=O)COC(=O)c2ccccc2C(F)(F)F)C1 (stereo unspecified),14,-4,-1.9,-5,-0.8,-2,-1.4,8,-1,0.9,-2
CC(=O)NC(Cc1ccccc1F)C(=O)NC1CCN(C(=O)Nc2ccc(C)cc2)CC1 (stereo unspecified),0,-3,0.6,-1,2.0,3,-0.1,-5,29,1.5,10
O=C(CN1CCN(Cc2ccccc2Cl)C1=O)NCc1ccccn1,-2,1,0.6,2,0.8,2,-0.1,-1,25,1.2,2
COc1ccc(OC)c(NC(=O)CN2C(=O)NC3(CCOc4ccccc43)C2=O)c1 (stereo unspecified),6,-1,-2.5,-3,1.7,-10,0.6,-3,77,-1.6,-7
Cc1cc(C)nc(SCc2nnc(SCC(=O)Nc3nc(-c4ccccc4)cs3)n2-c2ccccc2)n1,16,5,-2.4,-2,-0.5,17,1.8,1,-2,0.3,1
CCCCCN1N=C(C)CC1=O,-4,1,1.1,2,4.7,-2,-5.4,9,2,3.2,-1
O=[N+]([O-])c1cccnc1Oc1ccc(F)cc1F,-26,2,-1.8,-5,0.5,-3,1.3,-13,-12,0.6,-11
O=C(Nc1ccnn1C1CCN(C(=O)c2cccc(Cl)c2)CC1)C1CCOC1 (stereo unspecified),18,2,0.5,-1,2.2,0,0.3,-10,3,-0.3,-11
O=C(c1c[nH]c2ccccc12)C(F)(F)F,8,-6,0.5,-3,3.0,1,0.1,5,-13,2.8,3
CN(Cc1ccccc1)C(=O)c1cccc(C(=O)N(C)Cc2ccccc2)c1,2,-1,1.2,0,2.5,-4,0.6,2,5,1.0,-1
Cc1sc2nc(CSCC(=O)Nc3ccc(OC(F)F)cc3)[nH]c(=O)c2c1C,7,4,-0.1,-3,3.3,-6,0.6,-1,1,0.5,-8
CCOC(=O)c1ccc(N=C2SC(C(=O)NC)CC(=O)N2Cc2ccc(F)cc2)cc1 (stereo unspecified),4,-1,-1.1,-5,5.3,-4,0.0,4,-29,1.2,-12
CC1CCCCN1S(=O)(=O)c1ccc(NC(=O)c2ccco2)cc1 (stereo unspecified),-3,1,-1.1,2,1.6,11,-1.3,u,4,0.5,0
COc1ccc(N2C(=O)C3C4C=CC(CC4)C3C2=O)c([N+](=O)[O-])c1 (stereo unspecified),16,-5,1.5,2,4.2,5,1.9,-14,-12,1.4,-11
CCOC(=O)c1sc2ncn(/N=C/N(C)C)c(=O)c2c1C,-7,4,1.6,1,2.0,3,-2.1,4,-6,1.1,0
Cc1cc(N/N=C/c2ccc3c(c2)OCO3)nc2ccccc12,13,0,1.0,-5,-0.4,1,-0.3,-3,19,1.6,-3
CCOC(=O)N/N=C/c1cccc(Cl)c1Cl,1,0,1.7,-2,2.4,0,1.1,-7,7,2.4,4
CC(=O)Nc1ccc(Nc2nc(-c3cc4ccccc4oc3=O)cs2)cc1,-19,6,x,1,0.9,0,1.0,-3,3,x,-8
O=C(Nc1ccc(OCC(=O)N2CCOCC2)cc1)c1ccccc1Cl,-7,2,0.9,-1,1.5,-1,-0.1,3,5,0.3,-2
O=C(c1ccc2c(c1)OCO2)N1CCN=C1SCc1cccnc1,-2,1,-1.5,1,2.3,-6,-2.8,9,463,4.2,-8
O=C(Cn1cnc2c(cnn2-c2ccc(F)cc2)c1=O)N1CCN(c2ccccc2F)CC1,8,-3,-0.8,-2,2.4,-2,0.1,-2,12,0.9,-2
CC(C(=O)OCC(=O)Nc1cccc(S(=O)(=O)N2CCOCC2)c1)N1C(=O)c2ccccc2C1=O (stereo unspecified),-17,-2,1.1,1,2.3,-4,-0.3,3,-1,4.6,1

# Continued.
SMILES,HTR5A inv ctr,HTR5A ag ctr,Ecoli viability,DAGLB inhibitor,phage Ecoli inh,PKA-R2B activ,CDK5 inh,Tat export inh,Mot1-301 SUMO,AddAB inh,PKA-R1A activ
Cc1ccc(N(CC(N)=O)C2SC(=O)N(Cc3ccccc3)C2=O)cc1 (stereo unspecified),16,5,-1.4,-3,0.2,-6,1.9,5,5,-1.1,7
O=[N+]([O-])c1ccc(/C=N/n2c(CO)nc3ccccc32)s1,-6,2,1.7,1,1.3,10,-1.1,u,-20,10,-10
COC(=O)NCC12CC3CC(C1)CC(CNC(=O)OC)(C3)C2,-11,3,2.0,-1,0.9,9,-0.6,-6,6,1.8,4
CC1CCN(S(=O)(=O)c2cccc(C(=O)O)c2)CC1,-14,-3,2.2,0,3.6,2,0.0,-8,3,3.1,-1
C/C(=N\NC(=O)c1c(Cl)c(C)nn1C)c1ccc(NC(=O)c2ccncc2)cc1,5,-2,-0.6,-2,0.6,-5,0.0,2,1,0.7,3
CCOc1ccc2nc(NC(NC(C)=O)(C(=O)OC)C(F)(F)F)sc2c1 (stereo unspecified),-2,-3,3.7,0,1.8,0,-0.1,5,1,2.1,0
CCCN(CCC)CCNC(=O)CCC(=O)Nc1ccc2nc(N3CCOCC3)cc(C)c2c1,8,-2,-2.8,0,-0.1,-3,-0.7,5,5,0.3,0
Cc1ccccc1NS(=O)(=O)c1csc(C(N)=O)c1,15,-4,0.0,4,0.4,-4,3.0,-1,-14,1.0,-2
CCOc1ccccc1C=Nc1ccccc1C(=O)Nc1ccccc1,9,5,2.2,1,3.4,-4,0.0,4,-11,1.2,2
COc1ccc(Cl)cc1C(=O)NN=C1CCCC1,-18,7,1.6,-1,2.2,-3,0.2,-3,-8,2.3,-4
O=C(Nc1cc(Cl)ccc1-n1cncn1)c1cc(F)c(F)c(F)c1F,0,0,-1.2,-2,2.1,-17,2.8,4,43,4.2,0
S=c1[nH]c2ccc(Cl)cc2s1,9,-3,3.1,0,3.0,-6,2.3,6,43,3.2,11
CC1CN(C(=O)c2cn3ccccc3n2)CC(C)O1 (stereo unspecified),-4,2,1.6,0,2.3,-9,0.1,3,-18,0.1,-1
CC(C)(C)SCCNC(=O)/C=C/c1ccc(F)cc1,6,-3,1.6,-2,-0.4,10,-3.0,-7,4,5.3,-4
CN(C)S(=O)(=O)c1cccc(C(=O)NCc2cccs2)c1,-22,9,0.4,1,3.7,-3,-1.1,0,8,4.2,0
Cc1ccccc1NS(=O)(=O)c1cc(C(=O)Nc2cccc(N(C)S(C)(=O)=O)c2)ccc1C,17,-7,1.3,-1,0.5,0,-1.7,8,-18,2.5,-10
COC(=O)CN1C(=O)N/C(=C/c2ccc(OC)cc2)C1=O,2,-1,-1.6,1,2.7,7,-2.4,9,x,-0.3,3
O=C(CN1CCOCC1)NCC12CC3CC(CC(C3)C1)C2,9,-4,0.2,-1,1.3,7,-0.3,-11,-3,2.3,6
CCCCNC(=O)CSc1nc2ccccc2c(=O)n1Cc1ccc2c(c1)OCO2,0,0,-1.5,0,2.6,15,-0.3,6,-12,2.5,1
COC(=O)c1cc(-c2ccc(OC)cc2F)nc2nc(SC)[nH]c(=O)c12,-5,4,0.1,2,-0.6,3,1.3,-5,128,3.6,2
CC(C)(C)n1[nH]c2c3c(ccc2c1=O)C(=O)c1ccccc1C3=O,4,-2,0.9,15,2.3,-4,0.2,4,1,0.7,-9
Cc1ccc(NC(=O)CSc2nc3ccccc3c(=O)n2CCCN2CCCCC2)cc1C,14,-2,-1.2,0,3.6,0,-1.0,16,x,1.6,-7
CC(Sc1nc(-c2ccccc2)cc(C(F)(F)F)n1)C(=O)NCc1ccco1 (stereo unspecified),6,0,-3.3,-1,-1.2,-13,-0.2,-2,10,0.0,-10
C=CCn1c(=N)n(CC(O)COc2ccccc2OC)c2ccccc21 (stereo unspecified),-8,-4,-0.4,0,3.0,7,-1.0,-7,-20,1.5,-9
CCCCC(=O)Nc1sc2c(c1C#N)CC(C)(C)OC2,7,-3,-1.7,1,3.5,1,0.4,2,-13,0.0,1

# Later entries:
SMILES,HTR5A inv ctr,HTR5A ag ctr,Ecoli viability,DAGLB inhibitor,phage Ecoli inh,PKA-R2B activ,CDK5 inh,Tat export inh,Mot1-301 SUMO,AddAB inh,PKA-R1A activ
NC(=O)COC(=O)c1cc(-c2cccs2)nn1-c1ccccc1,8,-3,0.2,1,2.0,15,0.6,4,x,0.8,-3
CCn1nc(C(=O)OC2CCOC2=O)c2ccccc2c1=O (stereo unspecified),-8,-2,1.7,4,2.8,-15,0.4,-3,x,1.3,1
CCc1nnc(NC(=O)c2ncc(Cl)c(Cl)c2Cl)s1,-22,-2,1.4,2,0.0,-1,0.3,-7,-3,3.9,-9
CC(C)NC(=O)c1onc(CSc2nc3ccccc3[nH]2)c1C(=O)NC(C)C,-18,3,0.1,-1,0.2,1,0.2,-2,-14,0.8,-3
COc1ccc(OC)c(S(=O)(=O)Nc2ccc(F)cc2)c1,1,-6,-0.2,-2,1.5,-2,0.2,12,57,-0.3,7
CC(=O)Nc1ccc(NC(=O)COC(=O)CCNS(=O)(=O)c2c(Cl)cccc2Cl)cc1,18,4,x,3,1.0,-1,-2.7,0,x,x,-14
Cc1nc2cncc(Br)c2n1C,5,-4,1.8,0,3.0,11,-0.5,4,-21,3.1,-4
Cc1ccc(C(=O)N[C@H](C(=O)NC2CCCCC2)C(C)C)cc1,10,-4,2.0,-1,-0.3,-5,-1.4,-4,35,2.8,0
CN1CCN(C(=O)C(=O)c2cn(CC(=O)N3CCCC3)c3ccccc23)CC1,4,-1,-0.1,-3,0.4,0,2.2,0,-21,-2.5,-15
O=S(=O)(Nc1ncccn1)c1ccc(Nc2ncnc3ccccc23)cc1,-39,-4,0.2,0,2.4,-5,0.3,1,21,3.8,-3
CC(C)Oc1ccc(C(=O)NCc2ccco2)cc1,-15,6,0.2,-2,1.7,8,-0.3,-2,2,5.5,1
Brc1ccc(-c2c(-c3ccsc3)sc3ccccc23)cn1,-12,-5,2.1,-14,3.3,7,1.7,-9,-21,0.3,3
O=C(NCC1CCCO1)c1ccc(N2CCCCC2)c([N+](=O)[O-])c1 (stereo unspecified),-4,1,0.8,7,1.3,7,0.8,8,16,3.0,4
CCOC(=O)N1CCN(c2c(NCCOC)c(=O)c2=O)CC1,-19,7,1.2,3,2.8,-9,-1.5,-3,-17,3.4,-7
